Compound activity as filed in PubChem BioAssay.
V-ATPase pH = alters yeast V-ATPase proton transport | S. cerevisiae, pHLuorin cytosolic pH fluorescence | response, % at 10 µM | 0.37% of 350,000 active; in the data active = response mostly above about 7.3%, no sharp cut-off; inactive = mostly below about 5.4%; note: actives read high; inactives centre near 0; some compounds called inactive have numbers as strong as hits; reference of the scale not given here
RTF Ca sens act = cardiac RTF calcium sensitization; P19429+P45379; IANBD-labeled TnC RTF fluorescence at EC20 calcium; 0% EC20 calcium, 100% full calcium; activation, % at 7.2 µM; 0.24% of 340,000 active;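 active = activation above the mean over all tested compounds plus 3 SD, cut at about 30% in these data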;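 note: rise in fluorescence read as greater calcium sensitivity of cardiac thin filaments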
Arrestin-AP2 inh = inhibitors of human beta-arrestin and AP2 interaction. FITC-arrestin peptide / GST-AP2 beads, flow cytometry; AP2 beta2 appendage carries R879A mutation. inhibition, % at 10 µM. 0.31% of 340,000 active;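 active = inhibition above a set limit, near 3 SD of compounds lacking own fluorescence, cut at about 54% in these data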;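 note: plate controls were DMSO wells for no effect and 5 µM unlabelled arrestin peptide for full effect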
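System: GST-AP2 R879A glutathione beads. Medium: PBS with 0.05% Tween 20 and 0.1% BSA. Also added: FITC-arrestin peptide, 50 nM. Incubation: 12 min plus 1 h, RT. Measured by: high-throughput flow cytometry of beads, ex 488, em 535 nm. Evaluation: percent drop in bead-associated FITC signal.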
Pemphigus Ab inh = inhibitors of pemphigus antibody binding to human desmoglein-3. P32926. DSG3-coupled beads, scFv-anti-DSG3-GFP binding, flow cytometry; active compounds read low. binding (percent of control), % at 10 µM. 0.48% of 310,000 active;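 active = binding more than 3 SD below its plate's average and above zero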;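 note: hits lower antibody fragment binding to DSG3; some compounds called inactive have numbers as strong as hits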
Wnt act = activates Wnt/beta-catenin signaling in a reporter cell assay | activation, % at 9.35 µM | AID 743398 | activator, plate reader | 1.2% of 300,000 active; in the data active = activation above about 30%, passing the limit was not always enough;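 note: 0% = neutral control wells and 100% = positive control wells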
MOR-DOR ag = agonists of human mu-delta opioid receptor heterodimerization | cells, OPRM1-OPRD1 heterodimerization, luminescence | activation, % at 9.3 µM | 0.3% of 340,000 active; in the data active = activation above about 18%;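 note: 0% = vehicle-treated cells and 100% = reference agonist; values of inactives mirror those of a sister screen read the other way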
Target sequence (P35372 whole entry, looked up): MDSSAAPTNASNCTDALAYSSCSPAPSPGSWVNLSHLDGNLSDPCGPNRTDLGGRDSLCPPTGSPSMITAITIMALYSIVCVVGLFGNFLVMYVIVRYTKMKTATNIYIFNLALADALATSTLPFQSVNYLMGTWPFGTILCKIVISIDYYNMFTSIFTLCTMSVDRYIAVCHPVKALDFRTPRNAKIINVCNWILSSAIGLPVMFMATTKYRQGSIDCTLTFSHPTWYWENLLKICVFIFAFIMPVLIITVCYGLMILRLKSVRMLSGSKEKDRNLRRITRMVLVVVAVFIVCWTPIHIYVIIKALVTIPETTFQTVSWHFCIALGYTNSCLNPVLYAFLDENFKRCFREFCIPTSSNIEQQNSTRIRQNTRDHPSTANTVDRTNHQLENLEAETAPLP
Target sequence (P41143 whole entry, looked up): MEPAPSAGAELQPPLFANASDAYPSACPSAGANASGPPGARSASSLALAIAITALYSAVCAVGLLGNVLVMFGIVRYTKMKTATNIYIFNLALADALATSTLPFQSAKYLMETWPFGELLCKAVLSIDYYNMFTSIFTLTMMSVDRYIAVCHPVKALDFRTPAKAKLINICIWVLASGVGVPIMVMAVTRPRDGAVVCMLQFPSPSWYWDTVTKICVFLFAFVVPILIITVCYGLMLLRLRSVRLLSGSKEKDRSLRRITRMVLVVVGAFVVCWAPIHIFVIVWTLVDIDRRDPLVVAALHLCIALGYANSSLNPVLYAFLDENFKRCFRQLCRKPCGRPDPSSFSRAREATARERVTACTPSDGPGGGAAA
LANA DNA inh = blocks KSHV LANA C-terminal domain binding to DNA; MBP-C-LANA/FAM-LBS DNA binding, fluorescence polarization; inhibition, % at 9 µM; 0.078% of 340,000 active; AID 504423;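 active = highest replicate inhibition at or above 60% at 9 µM, even if other replicates fall short; inactive = all replicates below 60% inhibition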;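 note: 0% = neutral control wells and 100% = 4 µM acridine orange control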
Keap1 Nrf2 FP = inhibitors of human Keap1-Nrf2 protein-protein interaction; Q14145; Keap1 Kelch-Nrf2 peptide fluorescence polarization, 1536-well; inhibition, % at 9.4 µM; 0.15% of 340,000 active; in the data active = inhibition above about 12%;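 note: human Keap1 Kelch domain with fluorescein labeled Nrf2 9mer peptide probe; 0% = neutral control wells and 100% = peptide positive control; higher means more block of Keap1 binding to Nrf2 peptide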
MOR-DOR inv ag = inverse agonists of human mu-delta opioid receptor heterodimerization. P35372+P41143. cell-based MOR-DOR heterodimer luminescence, inverse agonism. inhibition, % at 9.3 µM. 0.21% of 340,000 active. AID 504357; in the data active = inhibition above about 22%, passing the limit was not always enough;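 note: 0% = cells with DMSO and 100% = wells without cells with DMSO; values of inactives mirror those of a sister screen read the other way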
Cardiac RTF inh = cardiac RTF calcium desensitization | P19429+P45379 | IANBD-labeled cardiac RTF, Ca2+ fluorescence | inhibition, % at 7.15 µM | 0.12% of 340,000 active | AID 493244;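 active = inhibition above the mean inhibition of all tested compounds plus 3 SD, cut at about 17% in these data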;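 note: assay run at fixed EC70 calcium of 1.6 mM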
An asterisk follows results filed as active; nt = no result given.

SMILES	V-ATPase pH	RTF Ca sens act	Arrestin-AP2 inh	Pemphigus Ab inh	Wnt act	MOR-DOR ag	LANA DNA inh	Keap1 Nrf2 FP	MOR-DOR inv ag	Cardiac RTF inh
Cc1ccc(Cl)cc1N1CCN(C(=O)Cc2c(C(=O)O)[nH]c3ccc(Cl)cc23)CC1	-1	3	0	23*	-1	-1.5	-1.0	-4	9	-7
COc1ccc(N2CCN(CCNC(=O)c3ccc4nc5ccccc5c(=O)n4c3)CC2)cc1	0	-1	2	102	-1	0.3	-0.4	-1	-2	-5
C[N+]1(CCNC(=O)/C=N/O)CCCCC1	1	-2	-2	102	nt	-1.1	0.0	0	6	4
CCN=C1NN=C(c2c[nH]c3ccccc23)CS1	0	-1	19	104	0	-1.1	0.5	0	6	-5
C=CCn1c(SCC(=C)C)nc2c1c(=O)[nH]c(=O)n2C	-2	2	-7	96	-1	-3.2	0.1	-4	17	1
CC1CN(CCCOc2ccc([N+](=O)[O-])cc2)CC(C)O1 (centres undefined)	5	4	30	101	nt	-2.4	0.7	0	14	-3
C(=N\n1cnnc1)/C1CCCCC1	6	2	9	101	nt	-1.2	0.0	-2	7	-6
Cc1cc(Nc2cc(Cl)cc(Cl)c2)nc(N)n1	-2	-6	-4	nt	5	-0.9	-0.1	1	5	-3
[O-][n+]1ccccc1SC/C=C/c1ccccc1	0	1	2	108	nt	-1.9	2.7	-4	9	-31
CCOC(=O)c1ccc(NC(=O)CCCN2C(=O)NC3(CCCC3)C2=O)cc1	-3	-5	25	98	-1	-1.9	2.2	3	10	2
CCN(CC(=O)NCc1ccc(Cl)cc1)C(=O)NCc1ccc(Cl)cc1	-1	0	25	nt	-1	-1.2	-0.5	1	8	9
COc1ccc(NC(=O)CCNC(=O)c2ccc([N+](=O)[O-])cc2)cc1S(=O)(=O)N1CCOCC1	3	6	-3	111	-1	2.2	-0.4	-1	-15	-12
CC(C)(C)C(=O)NC(Nc1cccc2cccnc12)C(Cl)(Cl)Cl (centres undefined)	-8	-4	6	106	nt	11	-2.9	-2	-64	-2
O=C(CN1C(=O)COc2ccccc21)NCCCN1CCOCC1	-1	2	28	nt	0	-1.4	0.0	-1	9	5
O=C(Nc1nccs1)C1C2/C=C\CCCCC21 (centres undefined)	11	-9	12	110	nt	-0.7	-0.2	-2	3	-1
CCCCC1CC1C(=O)Nc1ncc2c(n1)CC(C)(C)CC2=O (centres undefined)	-2	-5	45	101	-1	-2.2	0.1	1	12	-7
O=C(O)CN1C(=O)/C(=C/c2ccc(N3CCCCC3)o2)SC1=S	7	15	-5	101	0	0.1	-9.7	-27	0	-13
COc1cccc(Nc2nc(N)c([N+](=O)[O-])c(N3CCOCC3)n2)c1	4	0	6	112	0	-4.1	0.4	-3	18	-5
O=C(Nc1cccnc1)c1noc2c1CCCCC2	5	0	12	nt	-5	-0.8	0.8	1	4	6
COc1ccc(-c2cc(C)no2)cc1S(=O)(=O)NCCCN(C)Cc1ccccc1	5	2	14	nt	2	-3.7	1.2	-2	19	-1
COc1cc(C(CC(=O)Nc2cccc(C)n2)N2Cc3ccccc3C2=O)cc(OC)c1OC (centres undefined)	-2	-2	-3	104	-3	-1.8	-7.7	-5	8	-4
COCCNC(=O)c1ccc(CN2CCOCC2)cc1	-3	-1	24	104	-1	-2.0	-1.1	-1	8	-3
CN1CCN(S(=O)(=O)c2ccc(Nc3cccc(Cl)c3)c([N+](=O)[O-])c2)CC1	0	1	2	103	-3	0.3	-0.5	-1	-1	0
O=c1c2nnn(-c3ccc(Br)cc3)c2ncn1Cc1ccccn1	1	4	13	96	0	-2.9	4.2	0	13	-4
CCOC(=O)c1ccc(N2C(=O)CC(N3CCCC(C)C3)C2=O)cc1 (centres undefined)	-1	4	-8	104	-2	1.6	-0.6	-5	-9	-4
O=C(CNC(=O)c1cccs1)N/N=C/c1c(F)cccc1Cl	0	0	30	106	5	-1.2	1.8	-6	6	0
CS(=O)(=O)c1ccc(-n2c(=O)n(Cc3ccccc3)c(=O)c3[nH]cnc32)cc1	2	1	2	101	4	-2.0	0.0	0	10	-10
OC(CNCc1ccc(-c2ccccc2)cc1)c1ccccc1 (centres undefined)	-1	2	14	105	4	10.0	1.8	-4	-53	-1
COc1ccc(CN(C)C(=O)c2cc(S(=O)(=O)NCc3ccccc3)ccc2C)c(OC)c1	0	-2	-1	92	-5	-0.3	-0.6	2	1	-6
O=C1COc2ccc(C(=O)COC(=O)CNS(=O)(=O)c3cccc(F)c3)cc2N1	-1	-3	-13	nt	-2	-2.5	-1.7	0	10	1

Whole records, quoted from the list.
Results for CS(=O)(=O)c1ccc(-n2c(=O)n(Cc3ccccc3)c(=O)c3[nH]cnc32)cc1 : V-ATPase pH = 2; RTF Ca sens act = 1; Arrestin-AP2 inh = 2; Pemphigus Ab inh = 101; Wnt act = 4; MOR-DOR ag = -2.0; LANA DNA inh = 0.0; Keap1 Nrf2 FP = 0; MOR-DOR inv ag = 10; Cardiac RTF inh = -10
Results for COc1cc(C(CC(=O)Nc2cccc(C)n2)N2Cc3ccccc3C2=O)cc(OC)c1OC (centres undefined) : V-ATPase pH = -2; RTF Ca sens act = -2; Arrestin-AP2 inh = -3; Pemphigus Ab inh = 104; Wnt act = -3; MOR-DOR ag = -1.8; LANA DNA inh = -7.7; Keap1 Nrf2 FP = -5; MOR-DOR inv ag = 8; Cardiac RTF inh = -4

More compounds:
SMILES	V-ATPase pH	RTF Ca sens act	Arrestin-AP2 inh	Pemphigus Ab inh	Wnt act	MOR-DOR ag	LANA DNA inh	Keap1 Nrf2 FP	MOR-DOR inv ag	Cardiac RTF inh
Cc1cccc(C(=O)Nc2sc3c(c2C#N)CCCCC3)c1	5	-2	6	96	nt	-1.0	0.8	0	6	4
O=C(CNC(=O)c1cccs1)OCC(=O)c1cccs1	1	1	-9	96	0	-0.7	-4.2	-1	4	-2
COc1ccccc1C(=O)NCCC(=O)NCC1COc2ccccc2O1 (centres undefined)	-4	-1	28	99	3	0.5	0.4	0	-3	-1
Nc1ccccc1C(=O)NNc1ncc(C(F)(F)F)cc1Cl	4	-4	-8	106	nt	-0.6	0.4	-3	3	-6
CCOc1ccc(NC(=S)N2CCC(C(N)=O)CC2)cc1	-1	-1	14	97	-1	-3.6	1.9	-1	19	1
CC(=O)Nc1ccc(S(=O)(=O)NCC(=O)NC(C)c2ccc(S(N)(=O)=O)cc2)cc1 (centres undefined)	2	0	19	101	-2	-1.6	2.0	-3	9	-4
COc1ccccc1CNC(=O)C1CC(=O)N(C2CCCC2)C1 (centres undefined)	2	1	-7	108	nt	0.0	-1.2	-3	0	-9
COc1cc(CNc2nnnn2C)ccc1OCc1ccc(F)cc1Cl	-1	-3	10	85	-2	-3.5	0.5	-6	17	-2
O=C(Nc1ccnn1C1CCN(C2CCCCC2)CC1)c1cccc(F)c1	2	2	-3	nt	-3	-1.4	0.9	-2	8	-16
CC(C)n1cc(C(=O)N2CCCC(N3CCN(c4cccc(Cl)c4)CC3)C2)cn1 (centres undefined)	-2	-3	-5	105	4	-2.9	2.3	-3	15	-2
Fc1ccc(N2CCN(Cc3nnc(-c4ccccc4)o3)CC2)cc1	0	3	0	105	-1	-1.9	0.1	4	10	-7
CC(C)C(NC(=O)c1ccccc1NC(=O)c1ccccc1)C(=O)NCCCn1ccnc1 (centres undefined)	9.5*	-2	13	92	nt	-1.4	4.0	-4	9	-10
Cn1c(SCC(=O)NC2CC2)nnc1-c1ccccc1	1	-1	5	93	5	-1.0	0.0	-2	5	-9
CCC(C)(C)NC(=O)C1c2ccccc2Oc2ccccc21	-1	nt	10	99	-1	nt	-0.2	0	nt	nt
CSc1nc(N)n(-c2cc(C(F)(F)F)ccn2)n1	-2	-1	18	100	-2	1.1	-0.6	0	-5	-3
O=c1ccc(=O)n(CCc2ccccn2)[nH]1	0	1	-20	nt	-1	-3.5	-0.1	1	17	-3
Cc1onc(-c2ccccc2)c1C(=O)N/N=C/c1cccs1	-4	nt	9	96	-2	nt	1.4	1	nt	nt
COCCn1c(SCC(=O)Nc2cc(C)nn2-c2ccccc2)nnc1-c1ccncc1	0	1	-8	99	0	-1.2	0.9	-2	7	1
NC(=O)c1cc(S(=O)(=O)N2CCOCC2)ccc1N1CCCC1	-1	-3	17	103	-2	-3.8	-1.9	4	19	1
O=C(NC1CCCc2ccccc21)c1cn2ccccc2n1 (centres undefined)	1	2	-1	98	4	-1.2	0.4	2	6	-4
COc1cccc(-c2nnc(SCN3C(=O)c4ccccc4C3=O)n2C)c1	3	-7	-16	82	nt	-1.2	-0.7	-2	6	-7
O=C(Cn1cc(C(F)(F)F)cc(Cl)c1=O)NCc1ccc(F)cc1	2	-3	-1	99	9	-0.8	1.3	3	6	-12
CC1CCC(NC(=O)CN2C(=O)C3CC=CCC3C2=O)CC1 (centres undefined)	3	-1	1	nt	-3	-0.7	3.8	-5	3	-6
CCOC(=O)Nc1ccc2c(c1)N(C(=O)CN1CCN(C)CC1)c1ccccc1CC2	0	-5	-24	111	-2	-2.0	0.5	-2	10	4
CCC(=O)Nc1ccc2nn(-c3ccc(F)cc3)nc2c1	0	3	-7	114	51*	-2.9	0.1	-2	14	0
CSCCC(NC(=O)c1ccco1)C(=O)N1CCN(C(c2ccccc2)c2ccccc2)CC1 (centres undefined)	1	-2	34	104	-5	-1.1	0.4	-2	7	5
O=C(CN1CCN(S(=O)(=O)c2ccc(Cl)cc2)CC1)NCc1cccs1	-2	2	32	105	0	0.0	0.7	-7	0	-16
Cc1ccc(NC(=O)c2noc(C(C)C)c2[N+](=O)[O-])cc1	nt	4	-5	143	16	1.2	0.0	2	-9	-18
COC(=O)c1cc(C(=O)Nc2nc3ccccc3[nH]2)cc([N+](=O)[O-])c1	1	7	2	105	7	2.8	-0.1	-3	-15	-31
Cn1c(=O)c2c(nc(Cl)n2CC(=O)N2CCCCC2)n(C)c1=O	1	-1	45	nt	-3	nt	0.4	1	nt	5
C/C(=N\NC(=O)COc1ccccc1)c1cccs1	-4	1	0	nt	nt	0.9	1.0	0	-5	8
O=C(c1[nH]nc2c1CCc1ccccc1-2)N1CCN(Cc2ccc3c(c2)OCO3)CC1	2	1	6	101	nt	2.2	2.4	-4	-11	5
O=C(O)CCN1C(=O)c2ccc(NC(=O)COc3ccccc3)cc2C1=O	0	-6	25	99	-1	-0.2	0.2	3	1	-1
N#CC1=C(N)Oc2nc(-c3ccccc3)[nH]c2C1c1cccnc1 (centres undefined)	0	2	-42	104	nt	-1.8	0.6	-3	10	1
C=CCn1c(=O)/c(=C2/SC(C)=C(C)N2CC)s/c1=C1/C(=O)N(CC)C(=S)N1c1ccccc1	1	-11	-12	121	0	0.2	-0.5	-5	-1	-9
CCOc1cc(C2C3=C(CCCC3=O)NC3=C2C(=O)CCC3)cc(Cl)c1O	0	-4	6	104	-2	1.2	-0.6	3	-7	-4
COC(=O)c1cccc(NC(=O)Cc2coc3cc(OC)ccc23)c1	-5	-1	8	101	13	-1.2	-0.7	-1	7	-1
O=C(Nc1cccc(Cl)c1)c1cncn1-c1ccc(F)cc1	0	-3	-2	nt	0	0.2	1.8	-6	-1	-13
CCn1c(SCC(=O)N/N=C\c2ccccc2OCC(=O)O)nnc1-c1ccc(Cl)cc1	1	-5	6	89	-1	-3.2	-1.1	-1	16	-12
